Arrestin-AP2 inh = blocks beta-arrestin peptide binding to AP2 adaptin. FITC-arrestin peptide / GST-AP2 beads, flow cytometry; AP2 beta2 appendage carries R879A mutation. inhibition, % at 10 µM. actives 0.31% (n = 340,000). AID 504490;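 active = inhibition above a set limit, near 3 SD of compounds lacking own fluorescence, cut at about 54% in these data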;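 note: plate controls were DMSO wells for no effect and 5 µM unlabelled arrestin peptide for full effect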
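System: GST-AP2 R879A glutathione beads; medium: PBS, Tween 20 0.05%, BSA 0.1%; reagent: fluorescein-tagged arrestin peptide at 50 nM final; schedule: pre-incubation 12 min, peptide binding 1 h, room temperature; detection: flow cytometry, FL1 (488/535 nm); read-out: inhibition as reduced fluorescein signal on beads, percent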
Wnt bcat act = activators of Wnt/beta-catenin signaling; Wnt/beta-catenin reporter cell assay, activator, plate reader; actives 1.2% (n = 300,000); AID 743398; activation, % at 9.35 µM; in the data active = activation above about 30%, passing the limit was not always enough;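 note: 0% = neutral control wells and 100% = positive control wells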
RTF Ca sens act = cardiac RTF calcium sensitization; P19429+P45379; IANBD-labeled TnC RTF fluorescence at EC20 calcium; 0% EC20 calcium, 100% full calcium; activation, % at 7.2 µM; actives 0.24% (n = 340,000);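 active = activation above the mean over all tested compounds plus 3 SD, cut at about 30% in these data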;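 note: rise in fluorescence read as greater calcium sensitivity of cardiac thin filaments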
LANA DNA inh = inhibitors of KSHV LANA C-terminal domain DNA binding. actives 0.078% (n = 340,000). MBP-C-LANA/FAM-LBS DNA binding, fluorescence polarization. inhibition, % at 9 µM;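 active = highest replicate inhibition at or above 60% at 9 µM, even if other replicates fall short; inactive = all replicates below 60% inhibition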;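 note: 0% = neutral control wells and 100% = 4 µM acridine orange control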
Keap1-Nrf2 PPI = disrupts human Keap1 binding to Nrf2 peptide; Keap1 Kelch-Nrf2 peptide fluorescence polarization, 1536-well; actives 0.15% (n = 340,000); inhibition, % at 9.4 µM; Q14145; in the data active = inhibition above about 12%;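 note: human Keap1 Kelch domain with fluorescein labeled Nrf2 9mer peptide probe; 0% = neutral control wells and 100% = peptide positive control; higher means more block of Keap1 binding to Nrf2 peptide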
Target sequence (Q14145 whole entry, looked up, the tested form may be a part): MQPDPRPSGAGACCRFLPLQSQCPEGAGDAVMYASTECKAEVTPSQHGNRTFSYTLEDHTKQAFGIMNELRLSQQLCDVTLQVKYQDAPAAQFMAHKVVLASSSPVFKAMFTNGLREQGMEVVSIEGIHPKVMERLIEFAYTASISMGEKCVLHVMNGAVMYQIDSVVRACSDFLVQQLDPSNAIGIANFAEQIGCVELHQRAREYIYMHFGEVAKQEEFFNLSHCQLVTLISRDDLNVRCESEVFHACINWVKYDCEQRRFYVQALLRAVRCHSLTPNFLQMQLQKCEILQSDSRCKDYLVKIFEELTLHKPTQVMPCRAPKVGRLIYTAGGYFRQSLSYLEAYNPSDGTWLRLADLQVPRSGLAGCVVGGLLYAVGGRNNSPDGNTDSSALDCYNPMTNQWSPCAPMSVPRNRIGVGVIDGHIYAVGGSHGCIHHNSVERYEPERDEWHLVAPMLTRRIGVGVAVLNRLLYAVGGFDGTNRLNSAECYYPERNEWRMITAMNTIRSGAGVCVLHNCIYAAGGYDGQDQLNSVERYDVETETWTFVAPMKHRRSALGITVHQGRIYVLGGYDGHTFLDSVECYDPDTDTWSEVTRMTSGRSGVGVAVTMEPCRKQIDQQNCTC
MOR-DOR inv ag = inverse agonists of human mu-delta opioid receptor heterodimerization; P35372+P41143; cell-based MOR-DOR heterodimer luminescence, inverse agonism; inhibition, % at 9.3 µM; actives 0.21% (n = 340,000); AID 504357; in the data active = inhibition above about 22%, passing the limit was not always enough;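 note: 0% = cells with DMSO and 100% = wells without cells with DMSO; values of inactives mirror those of a sister screen read the other way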
OPRM1-OPRD1 ag = agonists of human mu-delta opioid receptor heterodimerization | activation, % at 9.3 µM | P35372+P41143 | cells, OPRM1-OPRD1 heterodimerization, luminescence | actives 0.3% (n = 340,000); in the data active = activation above about 18%;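 note: 0% = vehicle-treated cells and 100% = reference agonist; values of inactives mirror those of a sister screen read the other way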
DSG3 Ab inh = human desmoglein-3 autoantibody binding inhibition; P32926; DSG3-coupled beads, scFv-anti-DSG3-GFP binding, flow cytometry; stronger effect = lower value; binding (percent of control), % at 10 µM; actives 0.48% (n = 310,000);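 active = binding more than 3 SD below its plate's average and above zero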;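 note: hits lower antibody fragment binding to DSG3; some compounds called inactive have numbers as strong as hits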
V-ATPase pHluor = yeast V-ATPase proton transport regulation by pHLuorin; actives 0.37% (n = 350,000); S. cerevisiae, pHLuorin cytosolic pH fluorescence; response, % at 10 µM; AID 504577; in the data active = response mostly above about 7.3%, no sharp cut-off; inactive = mostly below about 5.4%; note: actives read high; inactives centre near 0; some compounds called inactive have numbers as strong as hits; reference of the scale not given here
Cardiac RTF inh = cardiac RTF calcium desensitization | actives 0.12% (n = 340,000) | inhibition, % at 7.15 µM | IANBD-labeled cardiac RTF, Ca2+ fluorescence | AID 493244 | P19429+P45379;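 active = inhibition above the mean inhibition of all tested compounds plus 3 SD, cut at about 17% in these data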;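 note: assay run at fixed EC70 calcium of 1.6 mM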
Active calls of the source: *; x = not tested or not shown; & = joins results of further samples.

SMILES	Arrestin-AP2 inh	Wnt bcat act	RTF Ca sens act	LANA DNA inh	Keap1-Nrf2 PPI	MOR-DOR inv ag	OPRM1-OPRD1 ag	DSG3 Ab inh	V-ATPase pHluor	Cardiac RTF inh
COC(=O)[C@H](C)NC(=O)COc1ccccc1	7	x	7	-3.5	-1	2	-0.4	98	4	-7
Cc1cc(Oc2ccccc2)nc(N2CCOCC2)n1	23	x	-1	1.7	-2	1	-0.2	108	3	-3
COc1ccc(C(=O)C[n+]2ccc3ccccc3c2C)cc1	2	-1	12	0.1	-2	6	-1.1	103	-1	-7
Cc1scc(C(=O)NNC(=S)NC(C)c2ccccc2)c1C (centres undefined)	-1	3	1	0.8	-6	16	-3.1	93	-1	-2
COc1ccc(N(C(C)=O)S(=O)(=O)c2cccc3cccnc23)cc1	6	-3	1	0.2	-4	4	-0.7	97	1	-4
Cc1nn(C)cc1S(=O)(=O)N1CCN(c2ccc(F)cc2)CC1	-2	0	0	0.6	5	16	-3.1	x	-2	-8
O=C(Nc1ccc2c(c1)OCO2)O[C@@H]1C[C@H]2CCC(=O)N3CC[C@@H](C1)[C@@H]23	-2	-2	-6	1.9	-4	11	-1.8	111	3	-14
CCOC(=O)c1c(S(=O)(=O)Nc2ccc(F)cc2Cl)c(C)n(C)c1C	-4	0	-1	0.2	-1	3	-0.6	x	1	-6
COc1cc(-n2c(C)nc3cc(C(=O)O)ccc32)cc(OC)c1OC	-17	0	3	-1.9	-3	-1	0.1	117	6	-4
CC(C)CC(=O)NC(=S)Nc1ccc(N2CCOCC2)c(Cl)c1	-6	-2	-2	-0.6	-3	-9	1.7	94	0	-2
O=C(CN1CCN(c2ccccn2)CC1)Nc1cccc(S(=O)(=O)N2CCOCC2)c1	-6	0	0	-0.4	-3	7	-1.3	101	-1	5
O=C(NCc1ccc2c(c1)OCO2)c1c(Cl)cccc1Cl	11	-1	4	-0.4	-1	-3	0.6	110	-4	0
Cc1c(S(=O)(=O)Nc2ccc(Oc3ccccc3)cc2)c(=O)n(C)c(=O)n1C	-8	-2	-2	-1.5	-1	11	-1.6	106	1	-2
CCCCCN(C(=O)CCC(=O)OCC(=O)c1ccc(C(C)(C)C)cc1)c1c(N)n(CCCC)c(=O)[nH]c1=O	20	0	0	0.9	1	5	-0.7	104	4	-1
Cc1cccc(-n2c(SCC(N)=O)nc3c(c2=O)C2(CCCC2)Cc2ccccc2-3)c1	20	x	0	-0.8	4	-4	0.7	114	1	-1
COc1ccc(OCC(=O)OCC(=O)Nc2ccc(S(=O)(=O)N3CCCCC3)cc2)cc1	-13	-1	10	3.3	1	5	-0.8	103	-1	-2
COc1ccc(OC)c(S(=O)(=O)n2nc(-c3ccccc3)cc2N)c1	2	-1	-2	0.0	3	6	-1.2	96	-1	-3
CCN(c1ccccc1)S(=O)(=O)c1cccc(C(=O)N(C)CCOc2ccccc2)c1	14	-4	-12	-1.7	1	-9	1.3	97	-1	4
CC(C)c1ccc(/C=C/c2ccc(=O)n(C)n2)cc1	12	14	1	-0.8	1	0	0.0	105	0	1
Cc1ccc(C)c(NC(=O)CN(C)C(=O)c2ccc(S(=O)(=O)N3CCCCCC3)cc2)c1	5	4	2	-0.1	-1	10	-2.4	98	-4	-2
O=C(CSc1nc2sc3c(c2c(=O)n1-c1ccccc1)CCCC3)NCc1ccco1	23	-2	2	0.3	-2	13	-2.3	98	3	-11
COc1ccccc1NC(=O)C(C)OC(=O)C1CC(=O)N(c2ccc3c(c2)OCCO3)C1 (centres undefined)	2	-3	3	-0.5	-2	14	-2.5	109	0	-4
CC(=O)c1cn(CC(=O)NCc2cccnc2)c2ccccc12	0	9	-2	-1.4	-4	2	-0.3	88	5	-8
CCOc1ccc(-c2c(C#N)c(N)nc3sc(C(=O)c4ccccc4)c(N)c23)cc1	6	-4	1	3.6	-1	13	-2.6	102	0	-9
O=C(c1cccs1)c1sccc1Cc1ccccc1	6	-3	-4	-1.6	-7	-31	6.3	111	-1	-3
O=C(CCNC(=O)c1ccc(Br)cc1)Nc1nc2ccccc2[nH]1	-9	2	1	1.4	-4	13	-2.0	76	0	7
COC(=O)c1cn(Cc2c(C)cc(C)cc2C)nn1	2	-7	3	1.3	3	17	-2.9	94	-2	-4
CC(C)(CNS(=O)(=O)c1ccc2c(c1)OCCO2)N1CCOCC1	10	0	2	-0.6	1	-33	6.7	92	2	-18
COC(=O)C1CN(S(=O)(=O)c2cc(OC)ccc2OC)CCS1 (centres undefined)	37	-2	-2	0.4	-4	0	0.0	117	1	-12
CS(=O)(=O)c1ccc2c(c1)sc1nc(=O)c(/C=C3/C=CC(=O)C(O)=C3)c(N)n12	32	3	4	1.8	0	0	-0.1	101	3	-14
CCOC(=O)C(C)On1c(-c2cccc(Cl)c2)nc2ccc([N+](=O)[O-])cc21 (centres undefined)	3	x	11	1.0	-3	-62	10	98	2	7
N#CCCn1c(C(C#N)(CCC#N)CCC#N)nc2ccccc21	12	x	-4	-0.7	1	3	-0.5	84	-3	-6
COC(=O)C1=C(C)NC(C)=C([N+](=O)[O-])C1c1ccccc1C(F)(F)F (centres undefined)	22&11	0&-5	3&-4	0.8&-10	-1&5	12&8	-2.2&-1.4	84&101	-1&-6	0&-1
CN(Cc1ccccn1)C(=O)c1ccc2nc(Cc3cccc(Cl)c3)oc2c1	5	0	2	-1.6	-4	-4	0.9	104	1	-10
Cn1nnnc1SCc1cc(=O)[nH]c2ccccc12	1	x	-5	0.4	-2	6	-1.1	97	-2	0
COc1ccc(CCN(C(=O)C(F)(F)F)C(C(=O)NC2CCCCC2)c2ccc(C)s2)cc1 (centres undefined)	27	-1	1	1.0	2	-5	0.9	104	2	1
CCOC(=O)c1oc2ccccc2c1CN1CCN(C(=O)c2ccccc2)CC1	5	-1	7	-1.2	-3	4	-0.7	102	5	-8
COc1cc(C2c3sc(=O)[nH]c3SC3C(=O)N(c4ccc(C)cc4)C(=O)C32)ccc1O (centres undefined)	-7	1	-2	-0.3	2	18	-3.5	89	2	-5
CCc1ccc(C(=O)NNc2ccccc2F)cc1	28	10	17	1.7	-3	2	-0.5	100	-2	-9
O=C(c1ccco1)N1CCN(C(=O)C2CCCN(S(=O)(=O)Cc3ccccc3)C2)CC1 (centres undefined)	6	-4	-1	-1.5	0	15	-2.4	100	-2	0
N#CCSc1nnc(Cc2ccc3c(c2)OCO3)o1	10	-4	-6	-0.7	3	18	-2.9	x	-2	-16
COCCNC(=O)C1CCC(CNS(=O)(=O)c2ccc(F)cc2)CC1 (centres undefined)	-1	-2	-3	0.4	0	14	-2.4	94	0	-4
CCN(CC)CCNC(=O)CS(=O)Cc1nc(-c2ccc(Cl)cc2)oc1C (centres undefined)	8	x	0	-0.5	4	5	-1.0	96	2	-5
COCCN(CC(=O)Nc1ccccc1C(F)(F)F)C(=O)/C=C/c1cc(Cl)c2c(c1)OCCO2	2	0	-2	2.6	0	19	-4.9	110	-3	-6
CCCn1cnc2scc(-c3ccc(C)c(C)c3)c2c1=O	-13	-1	0	1.2	-6	0	-0.1	100	-3	2
O=S(=O)(Nc1ccc2c(c1)OCCO2)c1cccc2nsnc12	-4	x	0	3.9	2	7	-1.5	106	-3	-9
Cc1ccc(C2CC(C(F)(F)F)n3nc(C(=O)NCc4c(C)nn(C)c4C)c(Cl)c3N2)cc1 (centres undefined)	-6	-13	4	0.7	2	-42	7.4	90	-5	5
CCOc1ccc(-n2cnc3scc(-c4ccc(OC)c(OC)c4)c3c2=O)cc1	3	0	8	-0.8	-1	18	-3.6	114	1	-6
O=C(COC(=O)c1ccccn1)NCc1cccs1	32	-1	4	-2.3	-4	11	-2.0	106	-4	14
Cc1cc(C)cc(N(C(C)C(=O)N2CCCCC2)S(C)(=O)=O)c1 (centres undefined)	1	x	-6	-1.6	-1	10	-1.8	103	0	-5
NC(=O)C1CCCN(C(=O)c2cccc(S(=O)(=O)N3CCCCCC3)c2)C1 (centres undefined)	2	-3	-2	2.4	2	12	-3.0	x	3	-1
COc1ccc(C(=O)Cn2c3ccccc3n3nc(CCC(=O)O)c(=O)nc23)cc1OC	8	x	1	1.6	-2	5	-0.9	99	-1	2
CCN(CC(=O)Nc1ccc(N2CCOCC2)cc1)C(=O)c1ccc(C#N)cc1	-5	-1	-3	1.5	-1	-3	0.8	98	4	-22
CN1CCN(C(c2ccc(Cl)cc2)c2cc(Cl)c3cccnc3c2O)CC1 (centres undefined)	6	9	0	-0.1	-87	-59	11	101	-2	0
CC(Sc1ccccc1)C(=O)N1CCN(S(=O)(=O)c2ccccc2F)CC1 (centres undefined)	3	0	0	-1.5	-7	7	-1.4	116	2	5
CC(=O)N1c2ccc(S(=O)(=O)NCC3CCC(C(=O)NCc4ccccc4)CC3)cc2CC1C (centres undefined)	2	-1	9	-1.8	1	-2	0.3	107	2	-1
Cc1ccc(NC(=O)C2(N3CCC3=O)CCCCC2)cc1	-7	-1	1	0.7	-3	13	-2.6	84	-4	0
Cc1c(NC(=O)C(C)OC(=O)CCc2ccccc2)c(=O)n(-c2ccccc2)n1C (centres undefined)	-17	-1	0	0.4	-5	8	-1.5	125	-1	-5
O=C(CSCc1ccc(Br)cc1)NCCc1ccccc1	-9	-2	-3	-0.6	-2	7	-1.5	112	-1	0
CCC(=O)c1ccc(N2CCN(C(=O)c3cc([N+](=O)[O-])ccc3N3CCN(C)CC3)CC2)c(F)c1	-4	-4	4	1.7	-4	-10	1.6	105	3	-10
CCCN1CCC(=O)N([C@H](CSc2ccc(OC)cc2)c2ccccc2)CC1	8	12	8	2.8	1	-6	1.1	104	5	-6
COC(=O)c1ccc(COC(=O)C2CC(O)CN2S(=O)(=O)c2ccc([N+](=O)[O-])cc2)cc1 (centres undefined)	-1	-6	5	-2.4	1	-16	4.2	x	5	-10
O=C(N/N=C/c1ccccc1[N+](=O)[O-])c1ccc2nc[nH]c2c1	2	11	0	1.9	-5	14	-2.7	113	3	-3

Record cards (already shown):
`O=C(CSCc1ccc(Br)cc1)NCCc1ccccc1` as listed: Arrestin-AP2 inh: -9; Wnt bcat act: -2; RTF Ca sens act: -3; LANA DNA inh: -0.6; Keap1-Nrf2 PPI: -2; MOR-DOR inv ag: 7; OPRM1-OPRD1 ag: -1.5; DSG3 Ab inh: 112; V-ATPase pHluor: -1; Cardiac RTF inh: 0
`CC(=O)N1c2ccc(S(=O)(=O)NCC3CCC(C(=O)NCc4ccccc4)CC3)cc2CC1C` (centres undefined) as listed: Arrestin-AP2 inh: 2; Wnt bcat act: -1; RTF Ca sens act: 9; LANA DNA inh: -1.8; Keap1-Nrf2 PPI: 1; MOR-DOR inv ag: -2; OPRM1-OPRD1 ag: 0.3; DSG3 Ab inh: 107; V-ATPase pHluor: 2; Cardiac RTF inh: -1

High-throughput results (PubChem BioAssay)
